Assay outcomes deposited in PubChem BioAssay by National Center for Advancing Translational Sciences (NCATS).
CCT chaperon mod = cytosolic chaperonin activity modulation; purified chaperonin ATPase assay, HTRF ADP detection, 30 min; AID 651819; 360,000 compounds, 0.3% hits; activity change, % (no concentration beside the values), hits read low; in the data active = activity change below about -30%; also: % is scaled to controls: 0 for no effect and ±100 for the full control effect
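Nucleotide hydrolysis assay: TRiC at 20–40 nM final (set by batch activity) with 10 uM ATP, 30 min at 37 °C, in presence of 76 uM compound. Detection by competitive ADP HTRF, 30 min ambient.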
EPAC2 antag = blocks human EPAC2 exchange factor; Q8WZA2; EPAC2 GEF exchange of Rap1B-BODIPY-GDP, fluorescence; Potency, µM (titrated, usually from 114 µM), without a hit: at the highest dose activity, negative = inhibition, hits mostly inhibitors; 360,000 compounds, 0.18% hits; AID 720708; also: potency is read from the fitted curve at half-maximal effect; % is scaled to controls: 0 for no effect and ±100 for the full control effect; nearly all actives have a fitted effect of over 45% in size; many of its hits are not listed in these tables
pAkt inh = blocks phosphorylation of Akt; 360,000 compounds, 0.32% hits; activity change, % for hits at 50 µM; Neuro2A IGF-stimulated pAkt S473 HTRF, 20 min; hits give low values; in the data active = activity change below about -80%; inconclusive = mostly about -51% to -80%; also: % is scaled to controls: 0 for no effect and ±100 for the full control effect
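Neuro2A cells in DMEM with 0.5% FBS, overnight at 37 deg C, given compound at single 50 µM final, then IGF (6 nM final) for 20 min at 37 deg C. Lysed; phospho-Akt Ser473 by HTRF after 24 h, 665/615 ratio.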
EPAC2 ag = activates human EPAC2 exchange factor; EPAC2 activation, biochemical qHTS; response scale: 100% = 6.5 mM cAMP response; AID 720711; Q8WZA2; 360,000 compounds, 0.079% hits; Potency, µM (doses to about 154 µM), inactives show top-dose activation, hits mostly activators; also: potency is read from the fitted curve at half-maximal effect; nearly all actives have a fitted effect of over 50% in size
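qHTS, titration series. 100 nM EPAC2 / 250 nM Rap1B-BODIPY-GDP / 50 uM GDP; RT; ex 480/em 540 nm, 5-min reads to 30 min. Norm. to 6.5 mM cAMP = activation.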
PTHR1 ag = activates the human parathyroid hormone receptor PTHR1; 410,000 compounds, 0.075% hits; Q03431; Potency, µM (top dose mostly 115 µM), inactives show at the top dose activation, hits mostly activators; HEK293 GP2 PTHR1 cells, GloSensor cAMP luminescence, 1 h; AID 743266; also: potency is read from the fitted curve at half-maximal effect; nearly all actives have a fitted effect of over 55% in size; some results filed as inactive show a strong effect at the top dose; inactives centre near -15; many of its hits are not listed in these tables
Target sequence (Q03431 whole entry, looked up): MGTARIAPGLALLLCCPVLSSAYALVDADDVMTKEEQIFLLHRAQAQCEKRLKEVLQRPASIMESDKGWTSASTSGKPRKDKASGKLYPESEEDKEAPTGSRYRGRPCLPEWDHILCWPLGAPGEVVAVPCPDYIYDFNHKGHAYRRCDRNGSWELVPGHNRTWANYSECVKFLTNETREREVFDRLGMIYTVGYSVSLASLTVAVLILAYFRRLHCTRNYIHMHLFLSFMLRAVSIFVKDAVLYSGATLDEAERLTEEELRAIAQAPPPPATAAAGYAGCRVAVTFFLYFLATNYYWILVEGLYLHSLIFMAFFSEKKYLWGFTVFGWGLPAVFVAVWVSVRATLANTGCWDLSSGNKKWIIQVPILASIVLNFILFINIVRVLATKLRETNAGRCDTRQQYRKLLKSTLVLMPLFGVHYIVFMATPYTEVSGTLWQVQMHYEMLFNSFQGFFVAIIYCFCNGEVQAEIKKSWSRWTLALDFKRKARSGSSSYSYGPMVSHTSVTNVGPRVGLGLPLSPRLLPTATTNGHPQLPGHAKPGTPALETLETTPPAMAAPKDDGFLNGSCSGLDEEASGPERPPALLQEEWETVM
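HEK-293-derived GP2 cells expressing PTHR1 and a GloSensor cAMP reporter, 3,000/well, plated overnight, given luciferin plus IBMX (each 0.5 mM as added) for 1 h at 37 °C, then compound for 1 h at 37 °C. Luminescence was read after 15 min at room temperature.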
D3 antag = D3 dopamine receptor (human) antagonism; D3R cells, DiscoveRx beta-arrestin luminescence, antagonist mode; hits give low values; P35462; 360,000 compounds, 2.5% hits; max response, negative = inhibition, %; in the data active = max response below about -50%; inconclusive = no clear call, values can overlap the other calls; also: % is scaled to controls: 0 for no effect and ±100 for the full control effect; mostly tested at two doses, the higher about 12 µM
Target sequence (P35462 whole entry, looked up): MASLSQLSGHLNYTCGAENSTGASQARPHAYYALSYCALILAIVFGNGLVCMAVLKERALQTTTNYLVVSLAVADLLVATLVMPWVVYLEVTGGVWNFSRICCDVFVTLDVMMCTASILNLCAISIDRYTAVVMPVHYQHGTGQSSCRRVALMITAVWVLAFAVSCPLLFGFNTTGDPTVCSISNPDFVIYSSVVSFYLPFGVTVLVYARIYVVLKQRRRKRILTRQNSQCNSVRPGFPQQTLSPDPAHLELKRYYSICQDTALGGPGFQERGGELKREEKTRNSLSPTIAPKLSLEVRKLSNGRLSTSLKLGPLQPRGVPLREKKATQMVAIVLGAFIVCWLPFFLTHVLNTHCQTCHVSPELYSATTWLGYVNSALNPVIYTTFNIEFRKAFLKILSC
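Cells expressing the human receptor were seeded at 1500 cells/well, incubated overnight at 37 degrees C in 5% CO2, then exposed to library compounds with dopamine controls for 90 minutes at 37 degrees C before luminescent detection.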
MmCpn inh = M. maripaludis TRiC chaperonin inhibition; purified Mm-Cpn ATPase, ADP Transcreener TR-FRET; 330,000 compounds, 0.031% hits; Potency, µM (doses to about 76.9 µM), for inactives: top-dose activity, negative = inhibition, usual class: inhibitors; AID 504842; also: potency is read from the fitted curve at half-maximal effect; % is scaled to controls: 0 for no effect and ±100 for the full control effect; nearly all actives have a fitted effect of over 80% in size
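ATPase read-out: TR-FRET ADP immunoassay (anti-ADP Eu cryptate vs ADP-d2), ex 320 nm, em 590/665 nm; signal drops as ADP forms. Enzyme 25 nM, ATP 10 uM, 30 min at 37°C after 10 min compound preincubation.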
DRD3 agonist = agonists of human D3 dopamine receptor. D3R DiscoveRx beta-arrestin cells, luminescence, 90 min. max activation, %. 410,000 compounds, 0.58% hits. P35462. AID 652048; in the data active = max activation above about 30%; also: 0% is about no effect; mostly tested at two doses, the higher about 12 µM
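Agonist mode: compounds and dopamine controls were applied to plated cells for 90 min at 37 degrees C after an overnight attachment at 1500 cells/well. Luminescent read-out followed 30 - 60 minutes at room temperature with DiscoveRx detection reagent.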
Numbers without * were called inactive; i = inactive; ? = inconclusive; / = not tested or not shown; [ ] = dose if it differs, or a comment. Unless noted, calls follow the shape of the dose curve; as a rule, active = well fitted curve in the direction sought with a large enough effect; inconclusive = small, poorly fitted or top-dose-only effect, or another doubt; inactive = no such curve, though single readings can be large; an effect the other way counts as inactive or inconclusive.

The line under a structure holds: CCT chaperon mod | EPAC2 antag | pAkt inh | EPAC2 ag | PTHR1 ag | D3 antag | MmCpn inh | DRD3 agonist
> CN(Cc1ccon1)C(=O)c1ccc2nc(Cc3cccc(Cl)c3)oc2c1
  2.1 | 6% | i | -7% | -19% | 10 | -3% | -6
> CCCCOc1ccc(C2=NNC(=O)CC2)cc1
  -4.9 | -14% | i | 0% | -17% | -18 | 1% | -23
> Cc1cc(C)nc(NS(=O)(=O)c2ccc(N3C(=O)C4CCCCC4C3=O)cc2)n1 (stereo not drawn)
  -3.6 | 4% | i | 13% | 0% | -2 | 2% | -8
> NC(=O)C1C2C=CC(C2)C1c1ccccc1 (stereo not drawn)
  -3.9 | 5% | i | 7% | -1% | -15 | / | -5
> CC(C)C(=O)Nc1ccc(-c2nc3ccccc3c(=O)o2)cc1
  -2.1 | -7% | i | -2% | i | 10 | -6% | 0
> O=C(CSCc1ccc(Cl)c(Cl)c1)Nc1c[nH]c(=O)[nH]c1=O
  -1.2 | 8% | i | 6% | i | -22 | 0% | -3
> O=C(Nc1cc(C(F)(F)F)ccc1N1CCCCC1)C1=COCCO1
  -0.6 | ? | i | -3% | -50%[inhibitor] | 6 | / | 3
> Cc1cccc(NS(=O)(=O)c2cc(C(=O)N3CCc4ccccc4C3)ccc2Cl)c1C
  1.2 | 10% | / | 13% | i | -26 | -1% | -6
> COc1ccc(NC(=O)CSc2nnc(-c3cccnc3)o2)cc1
  -2.5 | -3% | i | 3% | i | 16 | 2% | 6
> N=c1n(CC(=O)c2cccs2)c2ccccc2n1Cc1ccccc1
  0.8 | 2% | i | 5% | -22% | 8 | -1% | 6
> Nc1ccc(S(=O)C(F)(F)F)cc1 (stereo not drawn)
  0.5 | 4% | i | 0% | i | 1 | -1% | -6
> CN(C)c1ccc(C(CNS(=O)(=O)c2ccc(F)cc2)c2c[nH]c3ccccc23)cc1 (stereo not drawn)
  -0.5 | -17% | i | 10% | i | 2 | -1% | 2
> CCCCCCCCCCNC(=O)CCn1[nH]c(=O)c2ccccc2c1=O
  0.8 | 13% | i | -21% | i | 10 | / | -1
> Cn1ncc2c(=O)n(CC(=O)NC34CC5CC(CC(C5)C3)C4)cnc21
  -1.4 | 1% | i | -3% | i | 22 | 1% | 3
> COc1cc(Cl)ccc1OCc1cc(C(=O)N2CCN(c3ccccn3)CC2)no1
  1.5 | -10% | i | 17% | -6% | 18 | 3% | 5
> O=C1CC(c2ccccc2)CC(O)=C1C=NCc1ccccc1Cl (stereo not drawn)
  -3.6 | 1% | i | 17% | -1%[57.5 µM] | -92* | 0% | -19
> COc1cc(NC(=O)c2cccc([N+](=O)[O-])c2C)ccc1NC(=O)c1ccco1
  -0.2 | 3% | i | -2% | -31% | 7 | 0% | 3
> O=C(CC(=O)N/N=C/c1c(F)cccc1Cl)NCc1ccccc1
  0.3 | 6% | i | 0% | -20% | -3 | 0% | 3
> CCn1cc(SCC(=O)NC2CCCC2)c2ccccc21
  1.2 | 11% | i | 8% | -32%[inhibitor] | 5 | 3% | 2
> O=C(O)c1ccccc1-n1cccc1C(=O)O
  -1.0 | 15% | i | 4% | i | 13 | -22% | 12
> Cc1cc(-c2ccccc2)c2c(=O)n(-c3ccccc3)[nH]c2n1
  -1.1 | -1% | i | 10% | i | -20 | -4% | 1
> Clc1ccc(-c2nnc3n2CCCC3)cc1Cl
  -0.7 | -7% | i | 7% | -8%[57.5 µM] | -30 | -3% | -17
> Cc1cccc(NC(=O)CCN2CCN(C/C=C/c3ccccc3)CC2)c1
  -0.2 | -11% | i | 6% | 23% | -64* | 0% | 7
> COC(=O)CSc1nc(C)cc(N2CCOCC2)n1
  1.4 | 11% | i | 1% | -2% | 4 | 0% | -9
> COc1ccc(OC)c(-c2nc3c(C)n[nH]c(=O)c3[nH]2)c1
  0.4 | 4% | i | -6% | i | 10 | -1% | -3
> COC(=O)c1cc(C(=O)Nc2cccc(C)n2)cc([N+](=O)[O-])c1
  0.6 | 4% | i | 1% | i | 47 | -3% | 2
> CCCCN(C(=O)c1ccc(N2CCCC2=O)cc1)c1c(N)n(Cc2ccccc2)c(=O)[nH]c1=O
  -2.7 | 6% | i | 7% | -6% | -17 | 0% | 3
> Cc1ccccc1C(=O)N1CCC(C(=O)NN2C(=O)NC3(CCC(C)CC3)C2=O)CC1 (stereo not drawn)
  -2.9 | 7% | i | 2% | -7% | 4 | 1% | 3
> COc1ccc(CCNC(=O)Nc2cccc([N+](=O)[O-])c2)cc1
  1.2 | -16% | i | 4% | -8% | -20 | -7% | -14
> Cc1cc(C(=O)OCC(=O)NCc2ccccc2)c(C)o1
  -1.4 | -6% | i | 1% | -1% | 4 | 0% | -1

Reprinted from the part before: two compounds; new compounds follow.
The line under a structure holds: CCT chaperon mod | EPAC2 antag | pAkt inh | EPAC2 ag | PTHR1 ag | D3 antag | MmCpn inh | DRD3 agonist
> COc1ccc(CCNC(=O)Nc2cccc([N+](=O)[O-])c2)cc1
  1.2 | -16% | i | 4% | -8% | -20 | -7% | -14
> Cc1cc(C(=O)OCC(=O)NCc2ccccc2)c(C)o1
  -1.4 | -6% | i | 1% | -1% | 4 | 0% | -1
> CCOC(=O)c1cc(-c2ccc(C)cc2)n(CCC(=O)N2CCN(c3ccccn3)CC2)c1C
  -1.2 | -6% | i | 9% | -38%[inhibitor] | 18 | -2% | 2
> CCOC(=O)c1c(N)nn(C(C)=O)c1-c1ccccc1
  0.4 | 0% | i | 13% | 4% | 20 | -1% | -5
> CCOC(=O)C1=C(CSc2nncn2C)NC(=O)NC1c1cc(OCC)ccc1OCC (stereo not drawn)
  -1.3 | 12% | i | 2% | i | 1 | / | 5
> CCC(=O)Nc1cccc(-c2cn3cccc(C)c3n2)c1
  0.4 | -2% | i | 10% | -14% | -3 | 3% | 7
> OCC1CCCN(Cc2cn(Cc3ccccc3)nc2-c2cc3ccccc3o2)C1 (stereo not drawn)
  0.3 | -3% | i | 3% | i | 14 | 4% | -12
> COC1(OC)C(=N/O)/C(=N\O)CCC1O (stereo not drawn)
  -3.3 | 5% | i | -1% | i | 13 | 0% | 2
> Cc1nnc(SCc2ccccc2)n1CC1CCCO1 (stereo not drawn)
  -0.2 | 3% | i | 1% | i | 21 | 4% | 3
> Cc1cccc(C(=O)NNC(=O)CCn2nnc3ccccc32)c1
  1.6 | 2% | i | -2% | -13% | -7 | 1% | -3
> NS(=O)(=O)c1ccc(NC(=O)CN2CCc3ccccc3C2)cc1
  1.0 | 14% | i | 3% | 4% | -17 | -1% | -26
> COc1ccc(/C=C(/NC(=O)c2ccccc2)C(=O)N2CCCC2)cc1
  1.4 | 6% | i | 0% | i | 8 | -3% | -5
> Cc1ccc(OCCN2CCOCC2)cc1C
  -1.0 | -1% | i | 12% | 1% | 0 | 1% | -13
> CCOc1ccc(-c2cc(CCCC(=O)NCCCOC)no2)cc1
  -0.2 | -3% | i | 3% | -24%[57.5 µM] | -16 | 1% | 3
> CCCC1=C(C(=O)OCC)C(c2ccc(NC(C)=O)cc2)NC(=O)N1 (stereo not drawn)
  -1.1 | -1% | i | -11% | -10%[57.5 µM] | 4 | 2% | 19
> O=C(O)C1CC=CCC1C(=O)Nc1ccc2c(c1)OCCO2 (stereo not drawn)
  -2.0 | 3% | i | 2% | -20%[57.5 µM] | 3 | 0% | 1
> C=CCNC(=O)c1onc(CSc2ccccn2)c1C(=O)NCC=C
  0.3 | -12% | i | 6% | -4% | 11 | 1% | -16
> CCOC(=O)C1=C(CNCc2ccccc2Cl)NC(=O)NC1c1cccc([N+](=O)[O-])c1 (stereo not drawn)
  2.0 | 1% | i | 7% | -41%[inhibitor] | 2 | 1% | -11
> Cn1c(CNC(=O)c2ccco2)nnc1SCC(=O)Nc1c(F)cc(F)cc1Br
  -2.5 | 7% | i | 12% | i | -14 | 3% | -46
> Cc1cc(C)n(-c2cc(C)c(C)cc2Br)n1
  1.0 | 3% | i | -12% | -5% | 0 | 0% | 0
> COc1ccc(S(=O)(=O)NCc2ccccn2)cc1OC
  -3.1 | -5% | i | 14% | i | -6 | -8% | 1
> CCc1nc2ccc(C(=O)Nc3ccc(NC(C)=O)cc3)cn2c1N(C)C(=O)Cc1ccccc1
  1.4 | 0% | / | -4% | -31%[inhibitor] | -11 | / | 10
> Cc1ccc(S(=O)(=O)NCC(=O)N2CCN(c3ccccn3)CC2)cc1
  -0.1 | 6% | i | 5% | i | 23 | 0% | 24
> COc1ccc(C(=O)Nc2ccc(CN3CCCCC3)cc2)cc1
  -1.2 | 13% | i | 3% | i | -14 | -5% | -11
> O=C(Nc1nc2ccccc2[nH]1)C1CCC1
  -3.0 | -4% | i | -5% | i | 6 | 1% | 3
> Cc1cccc(C)c1NC(=O)COC(=O)CSc1nnc(N)s1
  -0.4 | 19% | i | -8% | i | 4 | 4% | -4
> C[C@@H]1CCCCO[C@H](CN(C)C(=O)c2ccccc2)[C@@H](C)CN([C@H](C)CO)C(=O)c2cc(NC(=O)c3ccncc3)ccc2O1
  -1.6 | -30% | i | 8% | -19% | 20 | / | -2
> c1ccc(Oc2nc(Oc3ccccc3)nc(N3CCOCC3)n2)cc1
  -1.8 | -5% | i | 2% | -38%[inhibitor] | 12 | 3% | -9
> CCOc1ccc(C(=O)NNC(=O)c2cc(S(=O)(=O)N3CCOCC3)ccc2Cl)cc1
  -0.8 | -4% | i | -4% | -4% | 5 | 0% | 4
> COC(=O)CC1COc2ccccc2N1C(=O)c1cc(OC)c(OC)c(OC)c1 (stereo not drawn)
  -4.1 | -8% | i | 9% | -3% | 5 | 0% | 1
> O=C(/C=C/c1ccc(-c2ccccc2[N+](=O)[O-])o1)c1ccccc1
  0.9 | 1% | i | 14% | i | -10 | 0% | -1
> O=C(O)c1ccc(CNC(=O)c2ccc(S(=O)(=O)N3CCCCC3)cc2)cc1
  -3.5 | -3% | i | 7% | 20% | -7 | 1% | 6

Only part of the results is shown; rates above refer to the full screens.
